# Bioassay records as filed in PubChem BioAssay.
# MITF inh = inhibitors of human MITF | AlphaScreen MITF homodimerization, bead proximity signal | actives 0.91% (n = 650,000) | AID 1259374 | O75030 | inhibition, % at 2.6 µM; in the data active = inhibition above about 50%;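 also: 0% = vehicle wells with protein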
# Target sequence (O75030 whole entry, looked up): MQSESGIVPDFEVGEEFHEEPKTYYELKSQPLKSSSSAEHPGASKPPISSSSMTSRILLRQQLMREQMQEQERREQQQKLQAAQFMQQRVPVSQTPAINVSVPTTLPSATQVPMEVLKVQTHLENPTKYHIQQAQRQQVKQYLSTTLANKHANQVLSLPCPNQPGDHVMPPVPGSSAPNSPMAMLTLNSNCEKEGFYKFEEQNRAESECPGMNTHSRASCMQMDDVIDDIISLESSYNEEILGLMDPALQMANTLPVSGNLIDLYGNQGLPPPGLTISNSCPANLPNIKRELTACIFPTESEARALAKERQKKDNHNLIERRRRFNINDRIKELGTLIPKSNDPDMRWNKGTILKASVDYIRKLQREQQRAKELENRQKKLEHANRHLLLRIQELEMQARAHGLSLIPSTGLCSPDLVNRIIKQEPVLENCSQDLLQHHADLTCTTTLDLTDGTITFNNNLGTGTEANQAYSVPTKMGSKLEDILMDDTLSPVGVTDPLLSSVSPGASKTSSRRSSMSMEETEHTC
# FBW7 activator = human FBW7 E3 ligase activation, primary screen. normalized activity (activation), % at 26.1 µM. AlphaScreen FBW7–phospho-cyclin E peptide binding, activator screen. Q969H0. actives 0.13% (n = 650,000); in the data active = normalized activity above about 1.9%;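 also: purified mutant Fbw7 with reduced substrate affinity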
# GPR151 ag = activators of human GPR151. Q8TDV0. PathHunter beta-arrestin GPR151 cells, luminescence. activation, % at 11.2 µM. actives 1% (n = 650,000). AID 1508602; in the data active = activation above about 4.9%;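 also: 0% = median of compound wells and 100% = cells with positive control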
# Target sequence (Q8TDV0 whole entry, looked up): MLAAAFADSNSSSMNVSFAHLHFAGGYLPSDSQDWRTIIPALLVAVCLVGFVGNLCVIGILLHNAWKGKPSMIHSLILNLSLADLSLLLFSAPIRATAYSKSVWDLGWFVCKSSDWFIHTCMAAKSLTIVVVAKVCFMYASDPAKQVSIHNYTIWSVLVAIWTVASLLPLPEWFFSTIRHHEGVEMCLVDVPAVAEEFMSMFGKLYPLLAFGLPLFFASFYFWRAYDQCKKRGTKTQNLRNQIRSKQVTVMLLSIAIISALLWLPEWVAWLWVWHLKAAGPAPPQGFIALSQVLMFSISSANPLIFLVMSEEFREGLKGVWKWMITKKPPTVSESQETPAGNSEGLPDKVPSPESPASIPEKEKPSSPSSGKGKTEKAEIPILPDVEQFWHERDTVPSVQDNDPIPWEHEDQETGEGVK
# TEAD-YAP inh = TEAD-YAP interaction inhibition. actives 1.4% (n = 640,000). AID 1259422. HEK-TIYL cells, TEAD-Gal4/YAP UAS-luciferase luminescence. inhibition, % at 9.12 µM; in the data active = inhibition above about 32%;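 also: 0% = median of test compound wells and 100% = reference inhibitor wells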
# Numbers without * were called inactive; & = joins results of further samples.
SMILES,MITF inh,FBW7 activator,GPR151 ag,TEAD-YAP inh
COc1ccc(C(=O)Oc2ccc3c4c(c(=O)oc3c2)CCCC4)cc1,6,0.0,1.8,10
CC1CCc2sc(NC(=O)c3cccc4ccccc34)c(C(N)=O)c2C1 (centres undefined),5,0.0,-0.5,-9
N#C/C(=C\c1ccc(F)c(F)c1)C(=O)NC1CCCCC1,6,0.2,0.4,0
COc1ccc(CCNC(=O)Cn2c(=S)[nH]c3ccccc3c2=O)cc1OC,-3,0.0,-0.5,-2
CCCN(CCC)CC(O)CN(c1ccc(C)cc1)S(=O)(=O)c1ccccc1 (centres undefined),4,0.1,2.2,-9
COc1cccc(NC(=O)c2sc3nc(C)nc(N4CCOCC4)c3c2C)c1,28,0.2,1.2,-11
Cc1c(C(=O)NCCCN2CCCCC2C)sc2nc3n(c(=O)c12)CCCC3 (centres undefined),20,0.5,-1.8,-10
CCCNC(=O)C(=O)NCC1OCCCN1S(=O)(=O)c1cc(F)ccc1F (centres undefined),-11,0.1,1.6,-5
CS(=O)(=O)N(CC(=O)Nc1ccc(Oc2ccccc2)cc1)c1cccc(F)c1,5,0.0,0.5,6
COc1ccc(OC)c(C2C(C(=O)Nc3ccccc3OC)=C(C)NC3=C2C(=O)CCC3)c1 (centres undefined),-3,-0.1,-0.2,-1
NC(=S)N/N=C/c1cn(CC(=O)Nc2ccc3c(c2)OCO3)c2ccccc12,1,-0.1,0.9,3
COC(=O)c1cccc(C(=O)Nc2nnc(C)s2)n1,1,0.1,0.7,-12
CC1(C)CC(=O)C(C=Nc2ccc(C(=O)O)cc2)=C(O)C1,-8,-0.1,1.4,-3
O=C(O)/C(=C/c1ccccc1)NC(=O)c1ccc([N+](=O)[O-])cc1,9,0.0,0.5,-5
Cc1cccc(NC(=O)C2C3C=CC4(O3)C2C(=O)N(CCCN(C)Cc2ccccc2)C4C(=O)NC2CCCC(C)C2C)c1 (centres undefined),-4,0.0,-1.1,-5
COc1cccc(C(CNC(=O)c2cc(-c3ccccc3)on2)N2CCOCC2)c1 (centres undefined),19,0.7,0.2,5
c1ccc(CN2CCCC(c3nc4ccccc4[nH]3)C2)cc1 (centres undefined),8,0.1,0.7,-9
CC(C)N(C(=O)/C=C/c1ccc([N+](=O)[O-])cc1)C(C)C,18,-0.1,0.6,-22
COc1ccccc1N1C(=O)C2C(C(C)=O)=NN(c3ccc(Br)cc3)C2C1=O (centres undefined),-7,-0.1,-0.6,-11
CCOc1ccc(/C=N/NC(=O)C(=O)Nc2ccc(F)cc2)cc1,10,0.3,0.5,12
Cn1c(=O)n(CC(=O)NCc2ccco2)c(=O)c2c(N3CCN(C(=O)C4CC4)CC3)ccnc21,16,-0.4,0.5,-6
Cc1nc2c(C(=O)NCc3ccco3)cnn2c(C)c1Cc1ccccc1Cl,-1,0.1,-0.6,-3
Cc1c(Cc2ccccc2)c(NCCCN(C)C)n2c(nc3ccccc32)c1C#N,11,0.6,0.3,-9
COC(=O)COc1ccc2occ(C(C)=O)c2c1,-14,-0.1,-0.5,-6
CS(=O)(=O)C1=NSC2=NC(=O)/C(=C\c3ccc(OC(=O)c4ccco4)cc3)C(=N)N21,1,-0.3,-0.1,0

# A different layout for part of the listing above:
SMILES: Cc1c(C(=O)NCCCN2CCCCC2C)sc2nc3n(c(=O)c12)CCCC3 (centres undefined)
  MITF inh: 20 | FBW7 activator: 0.5 | GPR151 ag: -1.8 | TEAD-YAP inh: -10

SMILES: CCCNC(=O)C(=O)NCC1OCCCN1S(=O)(=O)c1cc(F)ccc1F (centres undefined)
  MITF inh: -11 | FBW7 activator: 0.1 | GPR151 ag: 1.6 | TEAD-YAP inh: -5

SMILES: CS(=O)(=O)N(CC(=O)Nc1ccc(Oc2ccccc2)cc1)c1cccc(F)c1
  MITF inh: 5 | FBW7 activator: 0.0 | GPR151 ag: 0.5 | TEAD-YAP inh: 6

# Arranged by molar mass (low to high): five of the compounds above.
SMILES,MITF inh,FBW7 activator,GPR151 ag,TEAD-YAP inh
COC(=O)COc1ccc2occ(C(C)=O)c2c1,-14,-0.1,-0.5,-6
c1ccc(CN2CCCC(c3nc4ccccc4[nH]3)C2)cc1 (centres undefined),8,0.1,0.7,-9
COc1cccc(NC(=O)c2sc3nc(C)nc(N4CCOCC4)c3c2C)c1,28,0.2,1.2,-11
COc1ccc(CCNC(=O)Cn2c(=S)[nH]c3ccccc3c2=O)cc1OC,-3,0.0,-0.5,-2
CS(=O)(=O)N(CC(=O)Nc1ccc(Oc2ccccc2)cc1)c1cccc(F)c1,5,0.0,0.5,6

# Next records:
SMILES,MITF inh,FBW7 activator,GPR151 ag,TEAD-YAP inh
COC(=O)CCc1c(Cc2[nH]c(C(=O)OCc3ccccc3)c(C)c2CCC(=O)OC)[nH]c(C(=O)OCc2ccccc2)c1C,-5,-0.2,-1.0,-11
CC(C)c1cc(C(C)C)c(N)c(C(C)C)c1,12,0.0,0.2,2
COC(=O)C1=CN(C23CC4CC(CC(C4)C2)C3)C=C(C(=O)OC)C1c1ccc(C(F)(F)F)cc1,8,0.1,0.0,-1
CC1=NN(C(=O)c2cc(O)cc(O)c2)C(O)(C(F)(F)F)C1 (centres undefined),-4,0.0,1.4,1
Cc1c(C(=O)N2CCC(Cc3ccccc3)CC2)sc2ncnc(N3CCc4ccccc4C3)c12,10,0.0,0.0,8
CC(C)(O)C#CC(O)c1cccc([N+](=O)[O-])c1 (centres undefined),5,0.3,-0.4,-1
Cn1c(=O)[nH]c(=O)c2c1nc(CN1CCOCC1)n2Cc1ccccc1F,-12,0.1,-0.2,-8
CN1/C(=C\C(=O)CN2C(=O)NC3(CCCCCC3)C2=O)C(C)(C)c2ccccc21,3,0.0,1.5,8
CCOC(=O)C1=C(C)NC2=C(C(=O)C(C(=O)OC)C(C)C2)C1c1cc(Br)c(O)c(OCC)c1 (centres undefined),13,0.5,0.7,2
CC(C)CSc1nnc(-c2ccccc2)n1N,12,0.2,0.2,-23
CC1=C(C(=O)N2CCOCC2)C(c2ccc(C)cc2C)NC(=O)N1 (centres undefined),-14,-0.1,0.5,-1
COc1ccc(N2CC(C(=O)N/N=C/c3ccccc3)CC2=O)cc1 (centres undefined),2,-0.1,1.6,7
COc1cccc(N2C(=O)c3ccc(C(=O)Nc4c[nH]c(=O)[nH]c4=O)cc3C2=O)c1,11,0.5,-0.6,0
CCN(CC)C(=O)Cn1cnc2sc(C(=O)NCC(=O)OC)c(C)c2c1=O,11,0.8,1.7,4
C=CCNc1nc2c(c(=O)[nH]c(=O)n2C)n1CC,1,0.4,-1.0,5
N#Cc1c(Nc2ccccc2)ccnc1NCc1ccccc1,4,0.6,-1.4,-13
Cc1nnnn1-c1ccc(CC(=O)N2CCC3(CC2)NC(=O)c2ccccc2N3)cc1,-12,-0.1,0.8,4
O=C(Nc1ccc(Br)cc1)c1ccc(S(=O)(=O)N2CCc3ccccc3C2)cc1,8,0.2,0.4,-5
CNCCC(Oc1ccccc1OC)c1ccccc1 (centres undefined),17&1&5,0.0&0.0&-0.2,0.0&0.8&0.0,-3
O=C(O)CCS(=O)(=O)c1ccc(Cl)c(Cl)c1,-11,0.0,1.0,-1
Cc1nc2sccn2c(=O)c1NC(=O)c1ccc(Cl)cc1,13,-0.1,0.6,2
O=S1(=O)CC(O)C(N2CCC(c3ccccc3)CC2)C1 (centres undefined),21,0.1,-0.7,1
CC1=C(C(=O)OCc2ccccc2)C(c2ccc(Cl)cc2Cl)C2=C(CC(C)(C)CC2=O)N1 (centres undefined),-15,0.8,0.0,3
O=C(NNC1CCS(=O)(=O)C1)c1ccc(Br)o1 (centres undefined),14,0.0,0.4,10
COC(=O)c1ccc(NC(=O)CSc2nnc3c(n2)[nH]c2ccc(F)cc23)cc1,-7,0.3,0.6,-8
# The listing continues:
SMILES,MITF inh,FBW7 activator,GPR151 ag,TEAD-YAP inh
CCCCCn1c(=S)[nH]c2cc(C(=O)NCCC3=CCCCC3)ccc2c1=O,-6,-0.1,-0.7,5
O=C(NC(=S)Nc1ccc(S(=O)(=O)Nc2nccs2)cc1)c1ccccc1,1,-0.2,-0.5,0
O=C(Nc1ccc2nc(SCc3ccc(Br)cc3)sc2c1)c1ccccc1[N+](=O)[O-],14,0.1,1.1,6
CCC(=O)Nc1nnc(SCc2cc(=O)c(OC(=O)/C=C/c3ccccc3)co2)s1,23,1.2,1.1,10
COc1ccc(C2C(=O)N(C3CCCCCC3)CC(=O)N2Cc2ccco2)cc1 (centres undefined),4,-0.1,-0.5,8
O=C(COc1ccc(S(=O)(=O)NCc2ccccc2)cc1Cl)NCc1ccncc1,-11,-0.1,-0.3,4
CC(C)c1nnc(NC(=O)c2cccc(I)c2)s1,15,-0.3,0.5,-29
O=c1oc2ccccc2cc1-c1cn2c(n1)sc1cc(Cl)ccc12,5,-0.1,-0.3,63*
CCc1ccc2[nH]c(=O)c(C(c3nnnn3C(C)(C)C)N3CCOCC3)cc2c1 (centres undefined),13,-0.3,0.2,-11
Cc1cc(=O)[nH]c(N2CCN(C(=O)C3CCCC3)CC2)n1,6,-0.1,-0.2,1
CCOc1ccc(C(=O)CCC(=O)OCC(=O)c2ccc(Br)cc2)cc1,12,0.0,-0.3,4
Cc1ccc(S(=O)(=O)Nc2ccc(NS(C)(=O)=O)cc2)cc1,-1,0.8,1.0,0
CCc1cccc2c(-c3csc(=NC)n3C)c[nH]c12,4,-0.1,-1.2,12
NC(=O)NC(=O)Nc1cccc2ccccc12,-3,-0.2,0.9,-6
Cc1cc(C)cc(Oc2coc3cc(OCc4ccccc4Cl)ccc3c2=O)c1,3,0.0,-0.6,3
C/C(=N\Nc1cc(N2CCCCC2)nc(C)n1)c1ccc(Br)cc1,10,-0.4,0.6,2
CCC(CO)Nc1ccnc2c(-c3ccc4ccccc4c3)cnn12 (centres undefined),6,1.1,-0.4,6
CCn1nccc1C(=O)Nc1ccc(N=Nc2ccccc2)cc1,12,-0.5,-1.9,-16
CC(C)COC(=O)Nc1nnc(-c2ccccc2Cl)s1,16,-0.1,-0.5,4
CCOc1ccc(CN2CCN(C(=O)c3cccs3)CC2)cc1,60*,-0.1,-0.7,8
CC(C)c1ccc2c(N)c(C(=O)Nc3cnc4ccccc4c3)sc2n1,-9,0.1,3.1,-37
CCOC(=O)CCN(Cc1ccccc1F)S(=O)(=O)c1ccc(Cl)cc1,5,0.0,1.5,8
O=C(OCc1ccc([N+](=O)[O-])cc1)C1CCN(S(=O)(=O)c2cccs2)CC1,4,0.1,1.8,3
Cc1nc(SCC(=O)NC(N)=O)c2c3c(sc2n1)CCC3,0,0.1,-1.2,-10
COc1ccc(C(=O)Oc2ccccc2OC)cc1Br,-7,0.0,1.1,1
# More records follow:
SMILES,MITF inh,FBW7 activator,GPR151 ag,TEAD-YAP inh
COc1ccc(-c2noc(-c3cccc(I)c3)n2)cc1,-10,0.0,-0.4,-11
CCOC(=O)Cn1cnc(-c2ccc([N+](=O)[O-])cc2)c1,1,0.1,0.1,-14
N#Cc1ccccc1OCC(=O)NCc1ccccn1,9,0.1,-2.6,-11
CCCN(CCC)S(=O)(=O)c1ccc(NS(C)(=O)=O)cc1,0,-0.2,-0.2,-1
CCOC(=O)NC(C)N1C(=O)C2C3C=CC(C3)C2C1=O (centres undefined),-2,0.0,2.3,1
Cc1cc(N2C(=O)C3CCC(c4ccccc4)CC3C2=O)no1 (centres undefined),3,0.1,0.1,-7
CCN(CC)C(C(=O)NC1CCCC1)c1ccccc1 (centres undefined),2,0.0,-0.7,3
CCCn1c(-c2ccccc2)c(CC)n2c3c(=O)n(C)c(=O)n(C)c3nc12,12,0.6,0.6,6
COc1ccc(/C=N/NC(=O)c2ccco2)c(OC)c1,1,0.1,-2.4,-49
C[n+]1ccc(/C=C/c2ccc3c(c2)OCO3)cc1,4,0.2,-1.3,-6
COc1cc(SC)ccc1C(=O)Nc1ccccc1C(N)=O,-10,0.1,0.3,-18
COc1ccc2oc(=O)c(-c3nc(-c4ccccc4)n[nH]3)cc2c1,16,-0.1,0.9,13
O=C(CSc1ncccc1-c1nc2ccccc2[nH]1)N1CCOCC1,4,0.2,0.4,3
CCN(CC)c1nc(NCCCN2CCCC2=O)nc(Nc2ccncn2)n1,4,-0.1,0.4,-30
N#Cc1cc2cc3c(cc2nc1SCC(=O)Nc1cccc(F)c1)OCCO3,14,0.2,0.5,-3
Cc1ccc(O)c(NC(=O)c2cnn3c2NC(c2cccs2)CC3C(F)(F)F)c1 (centres undefined),0,-0.1,0.4,9
CCOC(=O)c1c(C)n(C)c2c1cc(OC(=O)c1ccccc1)c1ccccc12,12,0.2,-1.0,-2
O=C(NCc1ccccc1Cl)C1CCC(Cn2c(SCc3cc(=O)n4cc(Cl)ccc4n3)nc3ccccc3c2=O)CC1 (centres undefined),6,0.4,-0.5,7

# For convenience, part of the list above:
SMILES,MITF inh,FBW7 activator,GPR151 ag,TEAD-YAP inh
COc1ccc(-c2noc(-c3cccc(I)c3)n2)cc1,-10,0.0,-0.4,-11
CCOC(=O)Cn1cnc(-c2ccc([N+](=O)[O-])cc2)c1,1,0.1,0.1,-14

# Random excerpt: 3 records from the list.
SMILES,MITF inh,FBW7 activator,GPR151 ag,TEAD-YAP inh
COc1cccc(NC(=O)c2sc3nc(C)nc(N4CCOCC4)c3c2C)c1,28,0.2,1.2,-11
CC(C)c1ccc2c(N)c(C(=O)Nc3cnc4ccccc4c3)sc2n1,-9,0.1,3.1,-37
Cc1c(C(=O)NCCCN2CCCCC2C)sc2nc3n(c(=O)c12)CCCC3 (centres undefined),20,0.5,-1.8,-10

# Rows were taken by chance; 3.4% or so of the library scored in one or more.
